Rtt109 HAT inh – inhibitors of C. albicans Rtt109/Vps75 HAT, primary screen, biochemical, ThioGlo CoA-SH fluorescence, plate reader; 330,000 tested, 0.16% active; inhibition, % at 34.9 µM; purified Rtt109/Vps75, 4 h;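 active = inhibition of at least 50% in every replicate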
NSD2 HMT inh – NSD2 histone methyltransferase inhibitors, primary screen, biochemical, AlphaScreen, single concentration, set 2 | AID 743445, 2014 | inhibition, % at 12.5 µM | NSD2 peptide methylation, 120 min | Histone-lysine N-methyltransferase NSD2 (Homo sapiens), O96028 | 310,000 tested, 0.54% active; in the data active = inhibition above about 50%
SR-BI uptake up – activators of SR-BI mediated DiI-HDL uptake, primary screen, ldlA[mSR-BI] CHO cells, DiI fluorescence. 3 h; 100 = double the neutral-control signal. activation, % at 12.5 µM. 320,000 tested, 0.096% active;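 active = mean replicate activation of at least 60% and every replicate at or above 60%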;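 also: 0% = median plate neutral-control signal and 100% = twice that signal; values of inactives mirror those of a sister screen read the other way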
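Assay system: CHO ldlA[mSR-BI] cells, LDL receptor-null, SR-BI overexpressing; medium: Ham's F12 with 0.5% BSA, HEPES 25 mM, pH 7.4; also added: DiI-HDL 10 µg/mL; timing: 3 h uptake period with compound, 37 °C; signal: DiI fluorescence, bottom read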
SR-BI DiI inh – inhibitors of SR-BI mediated HDL lipid uptake, primary screen, ldlA[mSR-BI] cells, fluorescence, single point; ldlA[mSR-BI] CHO cells, DiI-HDL uptake fluorescence, 3 h; inhibition, % at 12.5 µM; 320,000 tested, 0.96% active; Scavenger receptor class B member 1 (Mus musculus), Q61009;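 active = mean replicate inhibition of at least 70% and a set share of replicates each scoring 70 or more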;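 also: 0% = median of neutral control wells and 100% = median of positive control wells; values of inactives mirror those of a sister screen read the other way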
Target sequence (Q61009 whole entry, looked up): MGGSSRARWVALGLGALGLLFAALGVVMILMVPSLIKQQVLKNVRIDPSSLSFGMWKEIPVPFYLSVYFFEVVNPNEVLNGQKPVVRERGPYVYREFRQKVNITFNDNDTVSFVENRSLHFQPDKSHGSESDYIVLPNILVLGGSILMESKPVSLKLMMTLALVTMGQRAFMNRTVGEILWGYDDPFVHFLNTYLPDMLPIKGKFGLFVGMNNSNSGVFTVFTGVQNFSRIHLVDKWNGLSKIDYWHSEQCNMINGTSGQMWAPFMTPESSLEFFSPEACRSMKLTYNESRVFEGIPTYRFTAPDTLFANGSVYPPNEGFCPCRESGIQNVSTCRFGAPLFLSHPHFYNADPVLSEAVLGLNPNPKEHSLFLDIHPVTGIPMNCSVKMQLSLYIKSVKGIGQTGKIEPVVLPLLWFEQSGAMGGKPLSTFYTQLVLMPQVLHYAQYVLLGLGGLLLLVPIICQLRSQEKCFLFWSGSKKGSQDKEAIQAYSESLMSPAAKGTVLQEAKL
CAL PDZ FP-1 – untagged CAL PDZ binding inhibitors, primary screen, biochemical, fluorescence polarization, HTS | AID 602252, 2012 | inhibition, % at 24.9 µM | purified CAL PDZ, TMR-peptide fluorescence polarization, 1 h | 300,000 tested, 0.92% active;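 active = mean inhibition of at least 30% with at least half of replicates also reaching 30%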;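 also: 0% = DMSO neutral control and 100% = excess unlabeled competitor peptide PRC23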
CAL PDZ FP-2 – CAL PDZ peptide-binding inhibitors, primary screen, biochemical, fluorescence polarization, Cer-tagged CAL PDZ, HTS; 330,000 tested, 0.02% active; purified CAL PDZ, TMR-peptide fluorescence polarization, 1 h; AID 504414, 2011; inhibition, % at 20 µM; Golgi-associated PDZ and coiled-coil motif-containing protein (Homo sapiens), Q9HD26;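 active = highest replicate inhibition of at least 40%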;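 also: plate controls were DMSO neutral control wells for no effect and unlabeled competitor peptide control wells for full effect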
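material = purified tagged CAL PDZ domain construct (CerCALP) | buffer or medium = sodium phosphate/NaCl buffer pH 7.4 with TCEP, IgG, Thesit | reagent = TMR-labelled reporter peptide T*-PRC34 bound in PDZ groove | incubation = 1 h room-temperature incubation prior to read | measured by = fluorescence polarization (mP) | evaluation = percent inhibition from loss of millipolarization | control set = unlabelled peptide and DMSO controls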
MITF TRPM1 HTS – activators of MITF-driven TRPM1 promoter reporter, primary screen, cell-based, SK-MEL-5, luciferase, single point | 300,000 tested, 0.75% active | SK-MEL-5 TRPM1-promoter luciferase, 24 h; % of positive control, neutral wells = 0 | activation, % at 12.5 µM;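 active = mean activation of at least 80% with every replicate also reaching 80%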;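 also: 0% = neutral control wells and 100% = parthenolide positive control wells; values of inactives mirror those of a sister screen read the other way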
PvdQ inh – P. aeruginosa PvdQ acylase inhibitors, primary screen, biochemical, fluorescence, plate reader and imaging, single point; purified PvdQ acylase; inhibition, % at 10 µM; 340,000 tested, 0.063% active; in the data active = inhibition above about 30%, passing the limit was not always enough;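 also: 0% = vehicle neutral wells and 100% = reference inhibitor wells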
PfHsp90 yeast 2 – growth inhibition of PfHsp90-expressing yeast, primary screen, antimalarial PfHsp90 inhibitor project, S. cerevisiae, BacTiter-Glo luminescence, single point, set 2. BacTiter-Glo ATP, 48 h; yeast lacking PDR1 and PDR3 efflux regulators. inhibition, % at 9.4 µM. 310,000 tested, 0.32% active. AID 504621, 2011;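 active = every replicate shows inhibition above about 80%, whatever the replicate mean, limit read from the data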;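 also: 0% = DMSO neutral controls and 100% = 20 µM radicicol positive controls; yeast relying on Plasmodium falciparum Hsp90 in place of its own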
dFosB activator – activators of delta FosB homodimer, primary screen, biochemical, fluorescence polarization, TAMRA-CDK5 oligo, single point; Protein FosB (Mus musculus), P13346; purified delta FosB; percent of positive-control signal above neutral wells; activation, % at 25 µM; 340,000 tested, 0.99% active; AID 493131, 2011;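 active = mean activation above about 17%, with every replicate also reaching it, limit read from the data, passing the limit was not always enough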;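 also: fluorescence polarization rise as delta FosB binds a TAMRA Cdk5 AP-1 oligo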
Target sequence (P13346 whole entry, looked up): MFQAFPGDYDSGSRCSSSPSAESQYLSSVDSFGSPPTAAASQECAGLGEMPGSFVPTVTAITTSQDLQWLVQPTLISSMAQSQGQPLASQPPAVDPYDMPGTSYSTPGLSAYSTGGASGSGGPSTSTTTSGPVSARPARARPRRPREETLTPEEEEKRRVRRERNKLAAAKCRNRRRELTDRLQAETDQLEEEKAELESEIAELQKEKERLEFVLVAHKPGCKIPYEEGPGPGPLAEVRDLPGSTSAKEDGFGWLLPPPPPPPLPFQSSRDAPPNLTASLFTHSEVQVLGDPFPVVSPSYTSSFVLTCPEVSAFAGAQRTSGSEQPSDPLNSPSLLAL
* hit, by the source's call; nt = no result given.

Below each compound – CAL PDZ FP-2	dFosB activator	PvdQ inh	Rtt109 HAT inh	PfHsp90 yeast 2	SR-BI uptake up	CAL PDZ FP-1	NSD2 HMT inh	SR-BI DiI inh	MITF TRPM1 HTS
Cn1c(CC2Sc3ccccc3NC2=O)nnc1SCC(=O)c1ccc(Cl)cc1 (stereo unspecified)
 : 0.8	-8.1	-18.1	12.5	12.8	-18.4	1.0	2.5	18.4	nt
CCOc1cc(/C=C(\C#N)C(=O)Nc2cccc(C(=O)O)c2)cc(Br)c1OC(=O)c1ccc(OC)cc1
 : -2.7	-24.0	3.8	1.1	-0.1	22.5	4.8	nt	-22.5	2.1
Cc1nc2c3cc(Cl)ccc3n(CCN3CCOCC3)c2s1
 : -0.1	-2.6	-22.2	-3.4	12.0	-51.8	46.9*	5.1	51.8	nt
N#Cc1nnn(Cc2ccccc2)c1N
 : 0.7	-0.9	-11.5	0.0	16.9	11.4	-3.6	-2.9	-11.4	5.7
Cc1ccc(Cn2c(CN3CC(C)OC(C)C3)nc3c2c(=O)n(C)c(=O)n3C)cc1 (stereo unspecified)
 : 0.0	-11.4	6.9	11.7	-14.1	24.2	1.3	nt	-24.2	nt
CN(CC(=O)Nc1ccc(F)c(F)c1F)C1CCCCC1
 : -0.9	4.9	9.4	31.2	11.1	-0.7	-2.1	-1.4	0.7	nt
O=C(Oc1cccc(N2C(=O)C3C4c5ccccc5C(c5ccccc54)C3C2=O)c1)c1ccco1 (stereo unspecified)
 : -2.4	-2.1	-11.8	1.5	-17.9	-11.8	-2.7	-0.6	11.8	-0.2
Cc1ccc(CC2CC(=O)N(c3ccc4c(c3)OCCO4)C2=O)cc1 (stereo unspecified)
 : -1.2	-9.2	-3.7	-5.0	-2.6	7.0	13.6	-2.8	-7.0	7.4
O=c1[nH]c(Cc2ccccc2)nc2scc(-c3ccccc3)c12
 : -1.2	0.3	-0.1	-20.8	-11.5	3.7	-4.5	-0.8	-3.7	nt
COC(=O)c1ccc(OC(=O)c2cccs2)cc1
 : -2.4	-0.5	55.0*	4.2	-11.3	21.1	0.5	-1.3	-21.1	-1.0
COc1ccccc1C(=O)N/C(=C\c1cn(C)c2ccccc12)C(=O)N1CCCC1
 : 0.0	-16.6	-3.6	16.4	22.3	1.4	6.4	5.1	-1.4	-26.2
Cc1nc(-c2ccc(C(F)(F)F)cc2)sc1C(=O)NN
 : -0.5	-15.5	-10.3	-3.2	14.1	-41.7	-0.9	nt	41.7	12.6
COc1ccccc1/C=C/C1=NC(=C\N(C)C)/C(=O)O1
 : nt	-9.4	-2.8	-0.7	-20.4	-19.4	-5.3	-0.7	19.4	56.6
O=C(Nc1ccc(F)cc1F)c1noc2c1CCC2
 : -1.1	-5.6	-0.6	-2.3	-10.5	2.7	nt	nt	-2.7	13.0
CCCn1c(N)c(C(=O)CSc2nnc3ccccn23)c(=O)[nH]c1=O
 : -0.4	-1.8	-2.6	-2.3	-5.9	12.9	-2.8	-1.7	-12.9	-4.4
COc1ccc(NC(=O)Cn2nnc3ccccc32)c([N+](=O)[O-])c1
 : -0.5	-2.7	-2.1	0.0	-0.1	-5.2	-0.9	-5.2	5.2	-1.4
COc1cc(/C=C(\CC(=O)O)c2nc3ccccc3s2)cc(OC)c1O
 : 0.0	-13.2	-2.1	5.8	nt	-4.6	1.6	-5.5	4.6	8.2
Cc1cc(C)nc(NS(=O)(=O)c2ccc(Br)cc2)n1
 : -2.3	10.3	-12.3	-11.0	-34.6	0.7	0.1	-7.6	-0.7	18.1
COc1ccc(NC(=O)Cn2nnc(C(=O)NCc3ccccc3)c2N)c(OC)c1
 : -0.2	3.0	-8.1	0.5	2.1	-2.1	0.8	-2.2	2.1	5.5
Fc1cccc(C2NC(=S)NC3=C2N2CCC3CC2)c1 (stereo unspecified)
 : -0.7	-1.3	1.9	10.8	nt	-17.4	-4.2	-0.8	17.4	-10.5
CCOC(=O)c1sc(NC(=O)C(CC)OC(=O)c2ccco2)nc1C (stereo unspecified)
 : -0.8	-28.0	-10.1	3.3	-27.8	10.4	-9.3	1.1	-10.4	4.8
Cc1cccc(CN2CCN(CC(=O)NCc3ccc(F)cc3)C2=O)c1
 : -0.1	-5.9	-3.7	13.5	3.2	-10.9	nt	nt	10.9	-8.4
Cc1n[nH]c(=O)c2c(NC(=O)CSc3ccc(Br)cc3)oc(C)c12
 : -2.3	0.7	-11.3	0.8	nt	-8.7	-2.8	-0.7	8.7	3.2
COc1ccc(C2=NN(C(=O)CSC3=NN4CCCC(=O)N=C4S3)C(c3cccc(OC)c3OC)C2)cc1 (stereo unspecified)
 : -1.1	-2.5	6.3	16.4	10.1	-32.9	-5.3	nt	33.0	-9.0
COc1ccc(-c2cc3ccccc3oc2=O)cc1NC(=S)NC(=O)c1ccc2c(c1)OCCO2
 : -2.8	7.1	-5.5	-1.4	-13.8	2.5	-6.5	-0.6	-2.5	-23.1
Cc1c(NC(=O)CN2CCC(C(N)=O)CC2)cccc1[N+](=O)[O-]
 : 29.3	1.7	-19.1	-5.1	23.2	-1.8	-0.5	5.9	1.8	-9.0
C#CCN(C(=O)c1cc(COc2cccc(C(F)(F)F)c2)on1)C1CCCCC1
 : 0.7	-9.8	-13.1	1.5	9.7	21.6	-11.5	-1.6	-21.6	-5.8
CC1(C)CC(=O)C2=C(C1)NC(=O)CC2c1cc(F)ccc1F (stereo unspecified)
 : -0.3	-9.5	-8.2	2.2	29.6	1.8	nt	nt	-1.8	-0.4
CCOC(=O)c1cnc2c(cnn2C)c1Cl
 : -1.3	-5.7	2.0	17.3	-22.3	8.1	-2.9	-3.8	-8.1	-3.5
Cc1ccc(C(=O)N2CCCC(c3nc4c(nnn4Cc4ccccc4)c(=O)[nH]3)C2)cc1 (stereo unspecified)
 : nt	-10.1	-0.6	-6.7	-13.7	6.0	-3.6	-3.9	-6.0	-2.4
COC(=O)c1ccc(CN2[C@H](C(=O)OC)C[C@@]3(O)[C@@H](O)[C@@H](O)[C@@H](O)C[C@@H]23)cc1
 : -0.7	2.4	-10.8	4.2	-8.5	16.7	-3.8	nt	-16.7	7.6
COc1ccccc1CN1CC(C(=O)N(C)Cc2ccncc2C)CCC1=O (stereo unspecified)
 : 0.5	1.5	-18.1	1.8	-7.2	7.4	0.5	0.9	-7.4	16.3
CCCCN1C(=S)NC[C@@H]1C(C)CC (stereo partly specified)
 : -0.3	2.6	-15.6	0.8	17.7	31.8	0.6	nt	-31.8	-5.8
C=CCc1cccc2cc(C(=O)OCC)c(=O)oc12
 : -1.9	-2.2	13.8	-4.9	-11.5	-23.0	-1.2	3.1	23.0	-2.8
CCOC(=O)Cn1c(=O)oc2cc(S(=O)(=O)Nc3ccc(N(CC)CC)cc3C)ccc21
 : -0.8	-6.0	-0.3	23.7	-1.6	2.4	nt	nt	-2.4	-4.4
CC(CNc1nc2ccc(Cl)cc2n2cnnc12)c1ccccc1 (stereo unspecified)
 : -1.6	-4.7	3.5	4.6	-7.5	-33.1	-2.1	-2.3	33.1	21.1
CCOc1ccc(C(=O)N2CCCC(c3nc(-c4ccc(C)o4)no3)C2)cc1 (stereo unspecified)
 : -1.1	-1.7	-9.5	3.3	-9.8	-19.0	13.4	-0.8	19.0	8.4
COC(=O)[C@@]1(Cc2ccc(F)cc2)[C@H]2c3cc(C(=O)N4CCCC4)n(CCCNc4ncc(C(F)(F)F)cc4Cl)c3C[C@H]2CN1C(=O)c1ccccc1
 : -1.0	-11.9	-9.9	-17.6	-22.4	-30.1	-2.8	nt	30.1	-7.5
Cc1csc(NC(=O)CCNC(=O)c2ccc([N+](=O)[O-])cc2)n1
 : 0.5	-7.0	-0.2	4.8	5.2	44.1	-5.6	0.1	-44.1	-11.2
COc1cccc(NC(=S)NNC(=O)Cn2nc(C(F)F)cc2C(F)F)c1
 : -2.1	-0.5	0.4	-3.9	3.4	-6.5	-14.2	1.7	6.5	-3.4
COc1cc(C)c(S(=O)(=O)n2nnc3ccccc32)cc1C
 : 0.4	4.1	-11.9	6.3	-13.4	5.6	nt	-2.1	-5.6	-10.1
N=c1n(CCN2CCOCC2)c2ccccc2n1CC(O)COc1ccccc1 (stereo unspecified)
 : -0.6	-4.8	-2.2	10.2	nt	-7.7	0.7	nt	7.7	-0.5
COc1ccc(S(=O)(=O)N2CCN(c3ccc(F)cc3)CC2)cc1OC
 : 0.1	-2.5	-3.9	-2.0	6.4	-8.3	-4.0	-1.3	8.3	nt
CC(=O)c1ccc(N2CCN(C(=O)C3CCCN(S(=O)(=O)c4c(C)[nH]c(=O)[nH]c4=O)C3)CC2)cc1 (stereo unspecified)
 : nt	2.5	3.5	-6.4	15.3	2.2	0.4	-2.4	-2.2	-5.0
CCOc1ccccc1N(CC(=O)Nc1cc(OC)ccc1OC)S(C)(=O)=O
 : -1.4	0.3	6.1	-10.2	-5.7	-0.3	-1.5	0.5	0.3	-0.8
CC(Sc1nc(-c2ccccc2)cc(C(F)(F)F)n1)C(=O)Nc1ccc2c(c1)OCO2 (stereo unspecified)
 : -2.1	30.4*	4.0	-4.1	-7.6	-26.7	-2.9	-4.3	26.7	-1.6
CCOC(=O)c1sc(Nc2nc3c(OC)cccc3s2)cc1C
 : -1.0	-7.0	3.7	2.8	-43.5	-67.6	-4.3	-1.8	67.6	52.9

Gathered by group, those above with a thiophene ring, fused or not.
Below each compound – CAL PDZ FP-2	dFosB activator	PvdQ inh	Rtt109 HAT inh	PfHsp90 yeast 2	SR-BI uptake up	CAL PDZ FP-1	NSD2 HMT inh	SR-BI DiI inh	MITF TRPM1 HTS
O=c1[nH]c(Cc2ccccc2)nc2scc(-c3ccccc3)c12
 : -1.2	0.3	-0.1	-20.8	-11.5	3.7	-4.5	-0.8	-3.7	nt
COC(=O)c1ccc(OC(=O)c2cccs2)cc1
 : -2.4	-0.5	55.0*	4.2	-11.3	21.1	0.5	-1.3	-21.1	-1.0
CCOC(=O)c1sc(Nc2nc3c(OC)cccc3s2)cc1C
 : -1.0	-7.0	3.7	2.8	-43.5	-67.6	-4.3	-1.8	67.6	52.9

Bioassay records as filed in PubChem.
